Screening results deposited in PubChem BioAssay by National Center for Advancing Translational Sciences (NCATS).
KDM4E inh – qHTS Assay for Inhibitors of Human Jumonji Domain Containing 2E (JMJD2E). Lysine-specific demethylase 4E (Homo sapiens), B2RXH2. JMJD2E catalytic domain, FDH-coupled NADH fluorescence (FDH is formaldehyde dehydrogenase). Potency, µM (series often up to 57.1 µM), for inactives: top-dose activity change, negative = inhibition, actives largely listed as inhibitors. 230,000 tested, 1.6% active; active = well fitted inhibition curve with a large enough effect, not every such curve was filed as active; inconclusive = small, poorly fitted or top-dose-only effect, or another doubt; inactive = no such curve, though single readings can be large or run the other way;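 note: 0% = wells with enzyme and -100% = buffer wells without enzyme; nearly all actives have a fitted effect of over 50% in size; many of its hits are not listed in these tables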
RECQ1 inh – qHTS Assay for Inhibitors of RecQ-Like Dna Helicase 1 (RECQ1) | ATP-dependent DNA helicase Q1 (Homo sapiens), P46063 | 240,000 tested, 0.54% active | Potency, µM (series often up to 57.3 µM), for the others: at the highest dose activity, negative = inhibition, usual class: inhibitors | RECQ1 DNA unwinding, red fluorescence kinetic read | AID 2549, 2010;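 note: plate controls were vehicle for no effect and no enzyme for full effect; nearly all actives have a fitted effect of over 30% in size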
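RECQ1T1 50 nM; forked duplex (20 bp + 30-nt ss tails) 200 nM, ATP 2 mM final; pH 8.0, 2 mM MgCl2, 2.5 ug/ml poly(dI-dC); 15 min compound preincubation; discontinuous kinetic read over 2 h at RT.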
TRb-SRC2 inh – qHTS for Inhibitors of the Interaction of Thyroid Hormone Receptor and Steroid Receptor Coregulator 2. Thyroid hormone receptor beta (Homo sapiens), P10828. TRbeta-SRC2 peptide binding, fluorescence polarization; receptor liganded with 1 µM T3. Potency, µM (series often up to 106 µM), for inactives: at the top dose activity change, negative = inhibition, actives largely listed as inhibitors. 280,000 tested, 0.065% active. AID 1469, 2008;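 note: plate controls were bound peptide for no effect and peptide without receptor for full effect; nearly all actives have a fitted effect of over 50% in size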
Target sequence (P10828 whole entry, looked up): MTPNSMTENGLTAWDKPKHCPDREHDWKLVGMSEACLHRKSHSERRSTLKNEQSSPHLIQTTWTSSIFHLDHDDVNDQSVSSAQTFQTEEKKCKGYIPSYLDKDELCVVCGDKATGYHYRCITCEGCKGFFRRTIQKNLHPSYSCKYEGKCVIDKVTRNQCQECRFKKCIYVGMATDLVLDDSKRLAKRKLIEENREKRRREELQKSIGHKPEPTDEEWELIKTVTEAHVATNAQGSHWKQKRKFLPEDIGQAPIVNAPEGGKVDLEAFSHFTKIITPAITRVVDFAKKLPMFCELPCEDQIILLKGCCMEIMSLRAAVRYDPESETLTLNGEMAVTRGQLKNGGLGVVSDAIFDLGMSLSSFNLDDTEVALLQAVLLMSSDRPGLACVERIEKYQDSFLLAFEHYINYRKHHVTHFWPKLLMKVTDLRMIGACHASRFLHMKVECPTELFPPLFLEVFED
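Decrease in fluorescence polarization of 20 nM Texas Red SRC2 coactivator peptide flagged inhibition of its binding to 0.6 uM TRb LBD; 1 uM T3 included, incubation 5 hr, ex 555/em 632 nm.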
L3MBTL1 block – qHTS Assay for the Inhibitors of L3MBTL1; Lethal(3)malignant brain tumor-like protein 1 (Homo sapiens), Q9Y468; AlphaScreen L3MBTL1–H3K9me1 peptide binding; Potency, µM (titrated, usually from 57.1 µM), inactives show at the top dose activity, negative = inhibition, actives largely listed as inhibitors; 230,000 tested, 0.66% active; AID 485360, 2010; note: nearly all actives have a fitted effect of over 60% in size
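L3MBTL1 (50 nM) pre-complexed 30 min with biotinylated H3(1-15)K9me1 peptide (75 nM), then compounds added for 30 min at room temperature; AlphaScreen streptavidin donor/nickel chelate acceptor beads (10 ug/mL final) read after 30 min dark incubation.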
TR SRC2 fluor cs – Total Fluorescence Counterscreen for Inhibitors of the Interaction of Thyroid Hormone Receptor and Steroid Receptor Coregulator 2; TRb/SRC2 Texas Red total fluorescence interference; Potency, µM (series often up to 106 µM), inactives show top-dose fluorescence change, negative = quenching; 280,000 tested, 0.29% active; AID 1479, 2009; active = well fitted curve in either direction with a large enough effect; inconclusive = small, poorly fitted or top-dose-only effect
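Human TRb ligand-binding domain at 0.6 uM with 20 nM Texas Red SRC2 peptide in Tris buffer containing 1 uM T3 and 5% DMSO, incubated with compound 5 h at ambient temperature. Total fluorescence (555/632 nm) calculated as parallel + 2 × perpendicular.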
RGS12 GoLoco inh – qHTS Assay for Inhibitors of RGS12 GoLoco Motif Activity (Red Fluorophore) | 230,000 tested, 0.44% active | AID 880, 2007 | Gai1:RGS12 GoLoco peptide FP, rhodamine, 10 min | Potency, µM (doses to about 61.6 µM), for inactives: at the top dose activity, negative = inhibition, actives largely listed as inhibitors; active = well fitted inhibition curve with a large enough effect, not every such curve was filed as active; inactive = no such curve, though single readings can be large or run the other way; note: nearly all actives have a fitted effect of over 30% in size; many of its hits are not listed in these tables
Target sequence (P63096 whole entry, looked up): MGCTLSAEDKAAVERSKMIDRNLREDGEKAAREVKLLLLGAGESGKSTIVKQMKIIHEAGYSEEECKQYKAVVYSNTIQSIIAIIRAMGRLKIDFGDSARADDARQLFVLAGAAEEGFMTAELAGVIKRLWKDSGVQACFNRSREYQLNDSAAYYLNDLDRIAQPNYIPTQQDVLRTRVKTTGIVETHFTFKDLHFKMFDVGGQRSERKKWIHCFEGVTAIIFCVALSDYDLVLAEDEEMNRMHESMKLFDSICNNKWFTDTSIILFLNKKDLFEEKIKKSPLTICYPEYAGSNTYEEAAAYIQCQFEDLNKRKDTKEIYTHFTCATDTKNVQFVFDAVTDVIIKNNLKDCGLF
Tau FP inhib – qHTS for Inhibitors of Tau Fibril Formation, Fluorescence Polarization; Microtubule-associated protein tau (Homo sapiens), P10636; K18 P301L tau heparin fibrillization, Alexa594 FP, 6 h; Potency, µM (doses to about 57.7 µM), inactives show at the top dose activity, negative = inhibition, hits mostly inhibitors; 280,000 tested, 0.39% active; note: nearly all actives have a fitted effect of over 55% in size
Target sequence (P10636 561-689 P618L limits assumed): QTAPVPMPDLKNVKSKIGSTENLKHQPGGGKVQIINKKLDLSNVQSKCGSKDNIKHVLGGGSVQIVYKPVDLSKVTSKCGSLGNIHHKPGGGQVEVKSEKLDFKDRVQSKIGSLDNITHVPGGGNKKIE
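Human tau K18 […] P301L fragment, 15 uM unlabeled plus 0.24 uM Alexa 594-labeled tau (final), with compound and 20 uM heparin in 100 mM sodium acetate pH 7; 6 hr at 37 C, then Alexa 594 FP read.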
Tau ThT inhib – qHTS for Inhibitors of Tau Fibril Formation, Thioflavin T Binding; Microtubule-associated protein tau (Homo sapiens), P10636; AID 1460, 2008; 270,000 tested, 2.1% active; Potency, µM (doses to about 57.4 µM), for the others: at the top dose activity, negative = inhibition, hits mostly inhibitors; recombinant tau K18 P301L (four-repeat tau fragment), heparin-induced fibrillization, ThT fluorescence; note: nearly all actives have a fitted effect of over 55% in size
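Heparin-induced (20 uM) aggregation of recombinant human K18 P301L tau, 15 uM unlabeled with 0.24 uM labeled, pH 7 acetate buffer, 6 hr at 37 C with compound. Fibrils quantified by 30 uM ThT fluorescence after 1 hr ambient incubation.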
The depositor's hits bear a star; i = inactive; ? = inconclusive; · = not tested or not shown; & = joins results of further samples; [ ] = remark or other dose. Unless noted, calls come from the whole dose curve; as a rule, active = well fitted curve in the direction sought with a large enough effect; inconclusive = small, poorly fitted or top-dose-only effect, or another doubt; inactive = no such curve, though single readings can be large; an effect the other way counts as inactive or inconclusive. Unless noted, % is set by controls: 0 for no effect and ±100 for the full control effect; potency is the fitted concentration of half-maximal effect. Not all compounds are listed (hit frequency here may not be typical).

Fields: KDM4E inh	Tau FP inhib	TRb-SRC2 inh	RGS12 GoLoco inh	Tau ThT inhib	TR SRC2 fluor cs	L3MBTL1 block	RECQ1 inh
> O=C1c2ccccc2C(=O)N1CCSc1nnc(-c2ccco2)n1Cc1ccccc1
    2%	1%	2%	3%	-6%	0%	-1%	-4%
> O=c1[nH]c(SCc2c(F)cccc2Cl)nc2c1CCCC2
    ·	-5%	3%	·	-6%	-2%	·	·
> Cc1cc(C)cc(-n2c3nc4ccccc4nc3c3c(=O)n(Cc4ccco4)cnc32)c1
    ?	?	-5%	14%	?	-4%	·	i
> CCn1cc(/C=N/NC(=O)c2ccc3c(c2)OCO3)c(C)n1
    2%	6%	-8%	6%	-10%	-3%	·	-8%
> Cc1ccc(NC(=O)NC(=O)N(C2CCCCC2)S(=O)(=O)c2ccccc2)cc1
    7%	-1%	3%[53 µM]	-13%	10%	0%[53 µM]	0%	2%
> COC(=O)C1=C(C(=O)OC)C2C(C)=CC(C)=CN2C(C(=O)OC)=C1C(=O)OC (stereo not given)
    ?	-12%	-2%	2%	-12%	0%	0%	-4%
> CCOc1ccc(CCNC(=O)CSc2nnnn2-c2ccccc2Cl)cc1OCC
    ·	7%	5%	·	?	2%	·	·
> CCC(C(=O)NC1CCCCC1)n1c(SCc2ccccc2F)nc2ccncc21 (stereo not given)
    -17%	2%&-3%	4%&-12%	-3%	-3%&-7%	-1%&-2%	1%	-5%
> O=C(Cc1ncc(C(F)(F)F)cc1Cl)NCc1ccco1
    6%	1%	-3%	-4%	2%	-2%	-6%	i
> CC(C)c1ccc2c(c1)c(SC(C)(C)C)c(CC(C)(C)C(=O)O)n2Cc1ccc(Cl)cc1
    ?	?	3%&3%&-3%&-2%	6%&7%&-1%	?	-3%&-1%&-1%&-1%	-10%	?
> Cc1c(NC(=O)NCc2ccccc2)c(=O)n(-c2ccccc2)n1C
    4%	7%	-21%	0%	-4%	1%	0%	-7%
> Cc1nc2ccc(C(=O)N3CCSCC3)cc2s1
    4%	-3%	-3%	10%	0%	-5%	8%	7%
> COc1ccc(CCNC(=O)c2ccc(Cn3c(=O)c4ccccc4n(Cc4ccc(F)cc4Cl)c3=O)cc2)cc1OC
    ·	-5%	5%	·	-3%	8%	·	·
> CCOc1ccc(CCNC(=O)c2sc3nc4n(c(=O)c3c2C)CCCC4)cc1
    ·	-7%	1%	·	-12%	-16%	·	·
> O=C(NC(=S)NC1CCS(=O)(=O)C1)c1cccs1 (stereo not given)
    0%	9%	3%[53 µM]	-2%	3%	0%[53 µM]	6%	-3%
> Cc1cc(Cl)ccc1OCC(=O)N1CC(C)CC(C)C1 (stereo not given)
    -9%	6%	9%	-7%	-11%	-7%	3%	-14%
> C/C(=N\NC(=O)c1ccc(N(C)C)cc1)c1ccc(C)cc1C
    -6%	3%	-8%	19%	?	-3%	-16%	-1%
> Cc1noc(C)c1S(=O)(=O)N1CCCC(C(=O)N2CCc3ccccc3C2)C1 (stereo not given)
    -11%	-2%	-21%	7%	-5%	1%	·	i
> O=C(COc1ccc(Cl)cc1Cl)Nc1ccc(CN2CCCCC2)cc1
    4%	-4%	-4%	14%	2%	0%	-13%	18%
> CC(Sc1nc(=O)cc(N)n1CCc1ccccc1)C(=O)Nc1ccc(Cl)cc1 (stereo not given)
    ·	?	8%	·	1%	2%	·	·
> COC(OC)c1ccc(C#N)c(SCc2ccccc2)n1
    -9%	-1%	3%	8%	-13%	-2%	43%[activator]	-15%
> O=C(c1ccc(-c2nc3ccccc3s2)s1)N1CCOCC1
    -6%	-5%	12%	7%	?	-2%	-4%	-2%
> COc1cc(OC)c(-c2c3cc(O)c(=O)cc-3oc3cc(O)c(O)cc23)cc1OC
    5µM*	?	?	i	13µM*	40µM*[fluorescent]	0.79µM*	10µM*
> CCC/C=C1/CCCOC(C(=O)NCc2ccc(C)o2)(C(F)(F)F)C1 (stereo not given)
    ·	·	-1%	·	·	-1%	8%	i
> CCCCCC(=O)Nc1c(-c2ccc(OC)cc2)c(=O)c2ccccc2n1C
    ?	7%	-11%	0%	-6%	-4%	·	1%
> CN(C)c1ccc(Nc2nc(-c3cccnc3)cs2)cc1
    3%	13%	-19%	-3%	?	-2%	-14%	-14%
> CCN(CC)C(=O)Cn1cc(C(=O)C(=O)NCc2cccs2)c2ccccc21
    -6%	3%	-7%	7%	-4%	2%	·	-3%
> CSc1ccc(S(=O)(=O)N(C)Cc2ccccc2)cc1
    -2%	-13%	-1%	14%	-18%	0%	7%[11.4 µM]	-5%
> c1cn(CC2(Cn3ccnc3)COC2)cn1
    4%	-5%	-3%	-4%	-4%	2%	·	-7%
> Cc1ccc2nc(Nc3ccccc3)c(/C=N/O)c(=O)n2c1
    4%	6%	-6%	3%	?	-6%	-15%	i

Fields: KDM4E inh	Tau FP inhib	TRb-SRC2 inh	RGS12 GoLoco inh	Tau ThT inhib	TR SRC2 fluor cs	L3MBTL1 block	RECQ1 inh
> COc1cccc(OC)c1C(=O)NNC(=O)c1cccnc1
    -2%	-6%	2%	9%	0%	-1%	7%	1%
> O=C(O)c1ccc(CSc2nnc(-c3ccco3)o2)cc1
    -3%	2%	-14%	6%	-4%	-3%	·	-10%
> O=[N+]([O-])c1cc(-c2nc(-c3ccncc3)no2)cc([N+](=O)[O-])c1
    -1%	8%	-2%	3%	?	-5%	-7%	-10%
> COc1cc(OC)c(OC)cc1/C=C/c1nc2cc3ccccc3cc2c(=O)n1-c1ccc(F)cc1F
    ·	?	-4%	·	?	-2%	·	·
> CCN(CC)CCNc1ncnc2c1cnn2-c1cc(Cl)ccc1C
    ·	6%	9%	·	2%	-1%	·	·
> Cc1ccc(NS(=O)(=O)c2cc(C(=O)NCc3ccccn3)ccc2Cl)cc1
    2%	1%	2%	-5%	-1%	-6%	-1%	-7%
> Fc1ccc(Nc2cccc3nccnc23)cc1
    -2%	8%	-3%	2%	?	0%	0%	-11%
> COc1ccc(OCc2nc3ccc(S(=O)(=O)Nc4ccccc4Cl)cc3[nH]2)cc1
    3%	?	3%	7%	-3%	5%	-7%	-11%
> Cc1nnc2c(NC(C)C)nc3ccccc3n12
    -6%	-3%	-3%	6%	-7%	2%	-6%	-13%
> O=C(CSCC(=O)Nc1ccc2ccccc2c1)NCc1ccccc1
    -4%	-12%	-6%	6%	-4%	-1%	1%	-2%
> CCOC(=O)C1[C@H]2C(=O)N(CCCOC)C[C@]23C=C[C@H]1O3 (stereo not given in full)
    3%	-8%	-4%	1%	1%	-4%	2%	i
> COc1ccc(CN2CCNC(=O)C2CC(=O)NCc2csc(C(C)C)n2)c(OC)c1 (stereo not given)
    -25%	6%	2%	0%	-14%	0%	-11%	-9%
> COc1cccc(C(C)NC(=O)c2c(F)cccc2Cl)c1 (stereo not given)
    -2%	2%	-11%	8%	-5%	2%	-2%	i
> CCCOc1ccc(CNC(=O)c2ccc(C)c(-n3c(C)nc4cccnc43)c2)cc1
    ·	5%	5%	·	7%	-1%	·	·
> O=C1CCN(C(=O)CSc2ccc(Cl)cc2)N1
    19%	3%	5%	-1%	3%	2%	19%	-1%
> C=C(Cl)COC(=O)C1C2C=CC(C2)C1C(=O)O (stereo not given)
    11%	-4%	-4%	5%	-16%	-1%	-4%	0%
> Clc1ccc(OCCCCSc2ncccn2)cc1
    2%	0%	6%	-5%	-22%	-7%	·	-19%
> COc1c(OC2OC(C(=O)O)C(O)C(O)C2O)cc(O)c2c(=O)cc(-c3ccccc3)oc12 (stereo not given)
    ?	-3%	0%	9%	-17%	-8%	-15%	-12%
> CCN(CC)C(=O)c1c(-c2ccccc2)c(-c2ccccc2)nn(C)c1=O
    ·	-2%	-6%	·	-4%	-2%	·	·
> CCOC(=O)Nc1ccc2c(COC(=O)CNS(=O)(=O)c3cccc(Br)c3)cc(=O)oc2c1
    ?	-4%	14%	-21%	-18%	-1%	-5%	-9%
> Cc1oc(-c2ccccc2F)nc1CS(=O)CC(=O)NCc1cccs1 (stereo not given)
    5%	2%	0%	-8%	?	4%	·	-4%
> NC(=O)CS(=O)(=O)c1nc2ccccc2n1Cc1ccccn1
    -1%	2%	3%	6%	-7%	1%	·	-1%
> CCCN(C(=O)COc1ccc(Cl)cc1Cl)c1c(N)n(Cc2ccccc2)c(=O)[nH]c1=O
    -9%	-2%	4%	-30%	3%	-3%	-24%[2.29 µM]	i
> CCc1ccccc1NC(=O)C1CCCN(c2cnccn2)C1 (stereo not given)
    ·	1%	-4%	·	-2%	0%	·	·
> O=C1CC(c2ccccc2)CC(O)=C1C=NCc1ccccc1Cl (stereo not given)
    2%	9%	-1%	1%	-7%	-5%	4%	i
> O=C(NC(=S)NCc1ccc2c(c1)OCO2)c1ccccc1
    -3%	-2%	-6%	2%	-5%	0%	-12%	-7%
> CN(C)c1ccnc(SCc2ccccc2Cl)c1C#N
    11%	?	-3%	13%	-14%	-7%	39%[activator]	0%
> O=C(O)c1ccccc1N/C=C\[N+](=O)[O-]
    ?	-6%	-16%	0%	?	-4%	·	-14%
> COc1cccc(OCc2cc(=O)n3cc(C)sc3n2)c1
    ·	2%	4%	·	?	-2%	·	·
> COc1ccccc1N1CCN(/N=C/c2ccc(OC)c(OC)c2OC)CC1
    3%	8%	5%	18%	-17%	-1%	-4%	i
> Cc1cc(Br)cc(Cl)c1OCC(=O)NC(=O)NCc1ccccc1
    1%	-8%	-16%	10%	-1%	-4%	4%	-2%
